IL1B NFkB pot: enhances IL-1B driven NFkB nuclear translocation; HUVEC IL-1B NFkB p65 nuclear translocation imaging; activation, % at 2 µM; 94,000 compounds, 0.3% hits; AID 819;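 active = activation above 40%, about the mean plus 3 SD, also judged a hit on visual image review; inconclusive = activation above 40% but not a hit on visual review; inactive = activation not above 40% and no visual hit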;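 also: percent activation is computed from the nuclear over cytoplasmic p65 intensity ratio; values of inactives mirror those of a sister screen read the other way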
Bcl-B displacement: displacers of TR3 peptide from Bcl-B, primary screen, selectivity assay for Bfl-1 inhibitor project, biochemical, fluorescence polarization; FP displacement of FITC-TR3 peptide from Bcl-B; higher % means a stronger effect; displacement, % at 20 µM; hits with a dose series show IC50 in µM; 96,000 compounds, 0.11% hits; AID 748;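 active = displacement above 50% at 20 µM plus a fluorescence interference ratio under 1.5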;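 also: plate controls were wells without compound for no effect and wells lacking Bcl-B protein for full effect; a part of the inactive calls stands beside numbers as strong as those of hits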
MRP resist rev: MRP-mediated drug resistance reversal. 85,000 compounds, 0.04% hits. differential viability (reversal), % at 10 µM. H69AR cells + 2 uM doxorubicin, CellTiter-Glo, 72 h;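 active = viability drop by adding the cancer drug above about 55%, with treated viability meeting a 40% cutoff, limit read from the data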;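 also: viability without doxorubicin minus viability with 2 µM doxorubicin for each compound; larger differential means the compound sensitizes cells more to doxorubicin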
IL1B NFkB inh: blocks IL-1B driven NFkB nuclear translocation in HUVEC cells; HUVEC IL-1B NFkB p65 nuclear translocation imaging; inhibition, % at 2 µM; 94,000 compounds, 0.43% hits; AID 796;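 active = inhibition above about 30% together with a positive call from visual inspection of the well image, limit read from the data; inconclusive = inhibition above a set limit but visual check negative; inactive = inhibition not above a set limit, visual check negative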;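 also: nuclear over cytoplasmic p65 intensity ratio measured by imaging; 0% = IL-1B stimulated DMSO wells and 100% = unstimulated DMSO wells; values of inactives mirror those of a sister screen read the other way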
PLAP inhibition: PLAP enzyme inhibitors, biochemical, luminescence, HTS (AID 690); purified PLAP, luminescent substrate; higher % means a stronger effect; one-dose inhibition, % at 20 µM; IC50 in µM for titrated hits; 96,000 compounds, 0.08% hits; in the data active = a potency from the dose series; inactive = the rest, 99 in 100 with inhibition below about 30%; also: strong numbers were not always called active
MRP resist rev cytotoxicity: further read-out of MRP resist rev, marked with its call; viability, %; H69AR cells, CellTiter-Glo, 72 h; measured here: cytotoxicity without doxorubicin
MRP resist rev with doxorubicin: second read-out of MRP resist rev, no call of its own (marks repeat the call); viability, %; measured here: viability with 2 uM doxorubicin; hits give low values
IL1B NFkB inh cell count 2 µM: further read-out of IL1B NFkB inh, marked with its call; cell count; measured here: cells passing quality filter;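 raw number of nuclei counted in each imaged well without normalization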
IL1B NFkB pot cell count 2 µM: second read-out of IL1B NFkB pot, no call of its own (marks repeat the call); cell count; measured here: cells passing quality filter
An asterisk follows results filed as active; ? = inconclusive; nt = not tested or not shown. Not all compounds are listed; the hit share may differ from the screen's.

Results follow in this order: IL1B NFkB pot	IL1B NFkB pot cell count 2 µM	Bcl-B displacement	MRP resist rev	MRP resist rev cytotoxicity	MRP resist rev with doxorubicin	IL1B NFkB inh	IL1B NFkB inh cell count 2 µM	PLAP inhibition
- CCn1c(CC(=O)Nc2ccc(C)c(Cl)c2)nnc1SCCOc1ccc(OC)cc1
    5	139	-3%	4	79	75	-5	139	6%
- CCOC(=O)c1cccc(Nc2nc(C)cc(C)n2)c1
    2	19	-2%	13	102	89	-2	19	0%
- O=C(CS(=O)(=O)c1ccccc1)N1CCCCCC1
    7	138	-6%	-2	103	105	-7	138	10%
- Cc1ccccc1OCC(=O)O/N=C(\N)Cc1cccs1
    -6	90	2%	nt	nt	nt	6	90	nt
- Cc1cc(NC(=O)CSc2nc(-c3cccs3)cc(C(F)(F)F)n2)no1
    6	172	-4%	-10	29	39	-6	172	7%
- COc1ccc(CC(=O)Nc2ccc3c(c2)OCO3)cc1S(=O)(=O)N1CCOCC1
    -4	167	13%	6	81	75	4	167	4%
- N#CCCN1CCN(Cc2cc(-c3ccccc3)ccc2O)CC1
    -2	121	-6%	4	81	77	2	121	-22%
- COc1cccc2c1OC[C@@H](CO)[C@H]2N(C)C(=O)Nc1ccccc1
    nt	nt	-3%	nt	nt	nt	nt	nt	1%
- CCc1ccc(C(C(=O)NCCOC)N(C(=O)Cn2nnc3ccccc32)c2cccnc2)cc1 (stereo unspecified)
    5	83	nt	5	95	90	-5	83	nt
- CC(=O)NS(=O)(=O)c1ccc(NC(=O)c2cc(-c3ccc(C)c(C)c3)nc3ccccc23)cc1
    1	150	-12%	nt	nt	nt	-1	150	-40%
- CCOC(=O)c1c(NC(=O)C2COc3ccccc3O2)sc(C)c1C (stereo unspecified)
    10	118	nt	-14	79	93	-10	118	nt
- COc1ccc(C(=O)Cn2nnc(-c3ccccc3NC(=O)c3ccco3)n2)cc1
    19	121	-1%	6	60	54	-19	121	4%
- COc1cccc(CN(Cc2ccco2)C(c2ccc(F)cc2)c2nnnn2C(C)(C)C)c1 (stereo unspecified)
    10	159	-2%	9	90	82	-10	159	-52%
- O=c1c2ccccc2nc2n1C(CSCc1cccc(C(F)(F)F)c1)CS2 (stereo unspecified)
    0	201	-11%	nt	nt	nt	0	201	21%
- CCOC(=O)C(NCCCO)c1ccccc1 (stereo unspecified)
    12	136	48%	5	94	90	-12	136	-6%
- O=C(Cn1nnc(-c2ccc(Cl)cc2)n1)NCC1CCCCC1
    -1	184	-2%	7	87	80	1	184	92%
- Cc1cccc(OCC(=O)N/N=C/c2cn[nH]c2-c2ccc(Cl)c(Cl)c2)c1
    -63	120	-16%	nt	nt	nt	?	nt	-24%
- COc1cc(C2=Nc3c(c(C)nn3-c3ccccc3)P(=O)(N3CCOCC3)O2)cc(OC)c1OC (stereo unspecified)
    8	174	22%	19	98	79	-8	174	-50%
- COc1ccc(OC)c(C2SCCN2S(C)(=O)=O)c1 (stereo unspecified)
    -1	166	-2%	15	118	103	1	166	12%
- CCCOc1cccc(C(=O)Nc2nnn(CCC)n2)c1
    1	107	-6%	-37	64	101	-1	107	7%
- O=C(Cn1c(=O)n(Cc2ccco2)c(=O)c2c3c(sc21)CCCCC3)Nc1ccccc1
    -7	171	0%	-3	88	91	7	171	-6%
- Cc1cnc(N)c2c(=O)oc3ccccc3c12
    nt	nt	6%	0	75	75	nt	nt	12%
- O=C(NCCCc1ccccc1)c1cnc2n(c1=O)CCS2
    -6	100	-5%	6	96	91	6	100	-23%
- CC(C)OC(=O)CCCCCN1C(=O)CSC1=S
    7	153	-1%	3	94	91	-7	153	-65%
- CCC(=O)Nc1cc(-c2nn(C)c(=O)c3ccccc23)ccc1OC
    -3	162	-2%	nt	nt	nt	3	162	-22%
- Nc1nnc(Cc2c[nH]c3ccccc23)s1
    -5	88	4%	-23	85	108	5	88	-36%
- CCOC(=O)N1CCN(C(c2ccccc2)c2sc3nc(C)nn3c2O)CC1 (stereo unspecified)
    -3	164	nt	8	94	86	3	164	nt
- CCn1c(=O)c2ccccc2n2c(SCC(=O)N3CCc4ccccc4C3)nnc12
    -16	123	-1%	nt	nt	nt	16	123	-12%
- CN(C)CCCNC(=O)CCC1CCCCC1
    9	178	-6%	-5	91	96	-9	178	-4%
- Cc1cc(C(F)(F)F)c(C#N)c(SCC(=O)NC2CC2)n1
    11	98	-6%	-7	90	97	-11	98	5%
- COC(=O)c1ccc(CC(=O)c2c(C)cc(O)cc2O)o1
    4	110	-57%	11	93	82	-4	110	-15%
- Cc1ccc2c(c1)[nH]c1c(=O)n(CCC3=CCCCC3)cnc12
    -5	163	-2%	nt	nt	nt	5	163	-11%
- Cc1nc2cc(NC(=O)N(C)c3ccc4ccccc4c3)ccc2o1
    -1	124	5%	1	89	88	1	124	-51%
- CCCCCCn1c(CN2CCCCC2CC)nc2c1c(=O)n(C)c(=O)n2C (stereo unspecified)
    nt	nt	4%	-4	79	83	nt	nt	-49%
- O=C(COc1ccc(S(=O)(=O)N2CCOCC2)cc1)NC1CCCC1
    0	154	-9%	-3	90	92	0	154	-14%
- CCOc1ccc(Cl)cc1CN1CCOCC1
    -9	50	-1%	12	99	87	9	50	13%
- CS/C(=C\[N+](=O)[O-])Nc1ccc(Cl)cc1
    12	67	-7%	18	106	88	-12	67	20%
- Cc1c(C#N)c(N=CN(C)C)c(C(=O)c2ccc(Br)cc2)n1-c1ccccc1
    -7	184	7%	-11	70	82	7	184	-23%
- CCn1c(COc2ccc(C)cc2)nnc1SCC(=O)Nc1ccc2c(c1)OCCO2
    1	181	7%	-9	75	84	-1	181	-16%
- Cc1ccccc1-c1noc(-c2cccs2)n1
    nt	nt	-5%	-7	55	62	nt	nt	0%
- COc1ccc(CC(=O)Nc2ccc(S(=O)(=O)Nc3cc(C)on3)cc2)cc1OC
    -8	178	-5%	-4	94	98	8	178	-4%
- O=C(CN1CCN(CC(=O)Nc2ccccc2C(F)(F)F)CC1)Nc1ccccc1F
    -6	116	2%	-2	90	92	6	116	-16%
- CCOC(=O)N1CCN(C(=O)C2CCN(S(=O)(=O)CC)CC2)CC1
    -1	103	11%	-1	91	92	1	103	-2%
- COc1ccc2nc(C)c(C(=O)OCCN(C)C)cc2c1
    nt	nt	2%	-2	104	106	nt	nt	-14%
- COc1cc(C(=O)N2CCN(C(=O)c3ccccc3)CC2)cc(OC)c1OC
    13	128	-6%	18	98	79	-14	128	-17%
- COc1cc(C(=O)Nc2cc(-c3nc4cc(C)ccc4o3)ccc2C)cc(OC)c1OC
    -10	99	-65%	-12	30	43	10	99	-40%
- CCOc1ccc2c(C)cc(=O)oc2c1OCC
    20	169	-3%	17	101	84	-20	169	-8%
- CCOC(=O)c1c(N)sc(-c2ccccc2)c1C
    -4	124	nt	13	105	92	4	124	nt
- CCOc1ccccc1N(CC(=O)Nc1ccc2c(c1)OCCO2)S(C)(=O)=O
    -9	90	0%	nt	nt	nt	9	90	-52%
- CSc1nc(Sc2ccccc2)c2ccccc2n1
    -9	153	-4%	nt	nt	nt	9	153	-3%
- CCOc1ccc(OCCSc2nc(C)cc(=O)[nH]2)cc1
    -10	124	0%	11	97	86	10	124	-3%
- Cc1cc(Br)c2[nH]c3c(c2c1)CCCC3=O
    0	128	3%	2	95	93	0	128	14%
- O=C(O)CC(C(=O)OC1CCCCC1)N1CCOCC1 (stereo unspecified)
    21	136	1%	1	92	91	-21	136	10%
- CCOC(=O)C(NC(=O)c1ccccc1)(N1CCOCC1)C(F)(F)F (stereo unspecified)
    6	91	-2%	2	100	98	-6	91	12%
- CC(C)(C)n1nnnc1C(c1ccc(C(F)(F)F)cc1)N(Cc1ccccc1)Cc1ccco1 (stereo unspecified)
    24	74	6%	26	97	71	-24	74	2%
- N/C(=N\OC(=O)c1ccccc1Cl)c1ccc(Cl)cc1
    -5	121	-7%	nt	nt	nt	5	121	22%
- Cc1ccc(Nc2nc(N)nc(CN3CCN(C(=O)c4ccco4)CC3)n2)cc1Cl
    19	119	-54%	4	69	65	-19	119	-75%
- CC(=O)c1ccc(N2CCN(S(=O)(=O)c3cccc(S(=O)(=O)N4CCOCC4)c3)CC2)cc1
    0	53	-19%	-12	82	94	0	53	-2%
- N#Cc1c(Sc2ncc(C(F)(F)F)cc2Cl)nsc1C/C=N\OCc1ccccc1Br
    nt	nt	-36%	13	67	55	nt	nt	0%
- C=CCn1cc(C(=O)NCCCOC)c(=O)c2cc(S(=O)(=O)N(CC)CC)ccc21
    3	224	3%	-15	79	94	-3	224	-34%

Additional entries.
Results follow in this order: IL1B NFkB pot	IL1B NFkB pot cell count 2 µM	Bcl-B displacement	MRP resist rev	MRP resist rev cytotoxicity	MRP resist rev with doxorubicin	IL1B NFkB inh	IL1B NFkB inh cell count 2 µM	PLAP inhibition
- Cc1cccc(Nc2nc(-c3c(C)nc4ccccn34)cs2)c1
    2	95	8%	nt	nt	nt	-2	95	-13%
- CC(C)Oc1ccc(NC(=O)CCC(=O)O)cc1
    8	167	-2%	-19	75	94	-8	167	-16%
- NC(=O)NC(=O)COC(=O)c1ccccc1Oc1ccccc1
    nt	nt	1%	-7	88	95	nt	nt	-8%
- Clc1cc(Br)ccc1OCCOCCN1CCOCC1
    -11	113	3%	15	95	80	11	113	-21%
- COc1ccccc1N1CCN(C(=O)c2cc3sccc3n2C)CC1
    8	175	-10%	-27	72	99	-8	175	-39%
- CCOc1ccc(NC(=O)NCCCN2CCCC2)cc1
    10	62	-2%	7	103	96	-10	62	9%
- O=C(CSc1nnc(-c2ccco2)n1-c1ccccc1)N1CCc2ccccc21
    40	160	nt	4	78	74	-40	160	nt
- O=C(NCc1ccccc1Cl)C1CCN(S(=O)(=O)N2CCCCCC2)CC1
    -6	138	-15%	-8	72	81	6	138	11%
- COc1cc(C#N)ccc1OCC(=O)c1ccc2c(c1)OCCO2
    0	196	4%	1	93	93	0	196	-32%
- CN1CCN(Cc2nc3c([nH]2)c(=O)[nH]c(=O)n3C)CC1
    29	126	-4%	-7	86	92	-28	126	10%
- COC(=O)C(C#N)c1nc2ccccc2nc1N1CCCC1 (stereo unspecified)
    nt	nt	-54%	-2	88	90	nt	nt	-15%
- CCC(C)NC(=O)Nc1ccccc1C (stereo unspecified)
    -8	183	-12%	-4	89	93	8	183	2%
- N=c1c(S(=O)(=O)c2ccc(Cl)cc2)cc2c(=O)n3ccccc3nc2n1CCN1CCOCC1
    nt	nt	22%	-8	78	86	nt	nt	-34%
- CCCc1cc(C(=O)N/N=C/c2ccc(C)o2)c2ccccc2n1
    nt	nt	-4%	nt	nt	nt	nt	nt	-28%
- CCN(CC)CCNC(=O)c1cn(-c2ccccc2)nc1-c1cccs1
    -5	128	-2%	5	71	66	4	128	-43%
- CCOC(=O)c1ccc2ncc(C(=O)OCC)c(NCCCN3CCOCC3)c2c1
    2	146	24%	13	69	57	-2	146	-48%
- CCCN1CCN(CCCNC(=O)Cn2nc(-c3ccccc3)ccc2=O)CC1
    1	81	-7%	-1	104	105	-1	81	-24%
- COc1ccc(C(=O)NCC(=O)NC2=NCCS2)cc1
    -3	59	-1%	8	103	95	2	59	12%
- COc1ccc(Cl)cc1S(=O)(=O)N1CCN(CC(=O)C(C)(C)C)CC1
    -4	116	-3%	4	91	87	4	116	-32%
- CCOC(=O)c1ccccc1NC(=O)C(C)Oc1ccccc1 (stereo unspecified)
    5	161	0%	17	91	74	-5	161	14%
- COc1ccc(S(=O)(=O)N2Cc3ccccc3CC2C(=O)Nc2ccc3c(c2)OCO3)cc1 (stereo unspecified)
    15	196	-1%	nt	nt	nt	-15	196	-23%
- O=C(O)CCN=C1CCc2ccccc2N1
    9	167	4%	-16	96	112	-9	167	6%

Source: PubChem BioAssay (several laboratories)
